# DT40 TDP1 no CPT = qHTS for Inhibitors of human tyrosyl-DNA phosphodiesterase 1 (TDP1): qHTS in cells in absence of CPT. DT40 Tdp1-/- hTDP1 cells, no CPT, ATP luminescence, 48 h. AID 686978, 2013. 15% of 420,000 active. Potency, µM (highest dose often 46.2 µM), for the others: at the top dose activity change, negative = growth inhibition, most hits filed as inhibitors; note: nearly all actives have a fitted effect of over 55% in size
#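 Chicken DT40 Tdp1-/- cells complemented with human TDP1, screened without camptothecin (DMSO vehicle only), 400 cells/well. Compounds pin-transferred, cells incubated at 37 °C for at least 48 hr. Growth read as ATP-dependent luminescence (CellTiter-Glo, 30 min at RT).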
# TDP1 block = TDP1 (human) enzyme inhibition. Potency, µM (doses to about 130 µM), without a hit: top-dose activity change, negative = inhibition, usual class: inhibitors. AID 485290. Q9NUW8. 0.28% of 350,000 active. recombinant TDP1, AlphaScreen DNA substrate cleavage; note: nearly all actives have a fitted effect of over 40% in size
# Target sequence (Q9NUW8 whole entry, looked up): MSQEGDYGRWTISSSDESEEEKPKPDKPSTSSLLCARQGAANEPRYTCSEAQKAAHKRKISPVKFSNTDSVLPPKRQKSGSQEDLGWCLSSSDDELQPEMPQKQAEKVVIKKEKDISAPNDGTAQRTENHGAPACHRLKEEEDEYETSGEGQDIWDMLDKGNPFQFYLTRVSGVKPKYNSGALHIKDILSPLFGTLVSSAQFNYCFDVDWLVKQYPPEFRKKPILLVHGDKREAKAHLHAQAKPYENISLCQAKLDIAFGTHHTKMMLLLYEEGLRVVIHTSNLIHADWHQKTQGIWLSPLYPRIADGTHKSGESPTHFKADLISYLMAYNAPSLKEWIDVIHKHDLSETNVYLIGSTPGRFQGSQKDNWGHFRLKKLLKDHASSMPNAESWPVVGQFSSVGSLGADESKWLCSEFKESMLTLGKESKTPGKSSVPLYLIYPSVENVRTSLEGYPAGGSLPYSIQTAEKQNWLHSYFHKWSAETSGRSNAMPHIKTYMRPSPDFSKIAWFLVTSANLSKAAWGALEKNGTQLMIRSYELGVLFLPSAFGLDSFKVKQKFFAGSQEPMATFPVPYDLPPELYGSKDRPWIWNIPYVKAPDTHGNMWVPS
#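 Tdp1 1 nM final; 15 min RT w/ cpd; substrate 15 nM, 5 min; beads 10 ug/ml, 10 min; AlphaScreen read. Neg ctrl: no enzyme.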
# N370S GC = N370S glucocerebrosidase modulation, Gaucher chaperone candidate. P04062. N370S GC spleen homogenate, 4MU-glucoside fluorescence. Potency, µM (titrated, usually from 59.4 µM), for the others: at the highest dose activity change, negative = inhibition, most hits filed as inhibitors. 0.092% of 330,000 active;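 note: 0% = full enzyme activity and -100% = no enzyme basal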
# * = called active by the depositor; ? = inconclusive; nt = no result given; & = joins results of further samples; [ ] = dose if it differs, or a comment. Calls come from the whole dose curve; as a rule, active = well fitted curve in the direction sought with a large enough effect; inconclusive = small, poorly fitted or top-dose-only effect, or another doubt; inactive = no such curve, though single readings can be large; an effect the other way counts as inactive or inconclusive. Unless noted, % is set by controls: 0 for no effect and ±100 for the full control effect; potency is the fitted concentration of half-maximal effect. These rows are one share of the data; count on the stated rates, not on these rows.
SMILES,DT40 TDP1 no CPT,TDP1 block,N370S GC
COC(=O)c1ccc(NC(=O)CS(=O)(=O)Cc2ccccc2)cc1,?,0%,-4%
O=C(c1ccc2ccccc2c1)C1CCCN(C(=O)CCn2cnnn2)C1 (stereo not given),2%,-2%,-3%
COc1ccc(-n2cnc3cc(C(=O)NCCC4=CCCCC4)ccc32)cc1,?,5%,nt
Cn1c(=O)[nH]c2ncn(C)c2c1=O,5%&2%&2%,10%[56.1 µM],-1%&-1%&-3%
COC(=O)c1ccccc1NC(=O)CSc1nc(C)c(Cl)c(C)c1C#N,-25%,5%,nt
CC(C)c1ccc(S(=O)(=O)c2cnc(SCC(=O)Nc3ccc4c(c3)OCCO4)[nH]c2=O)cc1,0%,6%,nt
Cc1ccc(Nc2nc(COC(=O)C3CC3)cs2)cc1,-20%,-3%,5%
COC(=O)CSc1nc(Cc2ccccc2)nc2ccccc12,-29%,-3%,?
CC(=O)c1cccc(NC(=O)[C@H](Cc2ccccc2)N2Cc3ccccc3C2=O)c1,?,6%,nt
CN1c2ccccc2N(C)C1c1ccc2c(c1)OCO2,16µM*,3%,1%
N[C@H](CCC(=O)N[C@H](CSN=O)C(=O)NCC(=O)O)C(=O)O,-14%,-4%,-7%
C=CCn1c(SCC(=O)NCC2CCCO2)nc2scc(-c3ccco3)c2c1=O (stereo not given),?,50µM*,2%
COc1ccccc1CNC(=O)COC(=O)Cc1c(F)cccc1Cl,-15%,1%,-2%
Oc1ccccc1C(=S)N1CCCCC1,?,2%,-1%
Cc1nc(NC(=O)CSc2nnc(-c3ccc4c(c3)OCO4)o2)c(Cl)cc1Cl,?,8%,23%
O=C(CCCC(=O)OCC(F)(F)C(F)F)Nc1ccccc1F,-35%,2%,-2%
CC(NC(=O)c1cc(S(=O)(=O)N2CCCC2)cn1C)c1ccccc1 (stereo not given),-8%,nt,6%
CCN(CC)S(=O)(=O)c1ccc(-c2nnc(SCC(=O)Nc3ccc(OC)cc3)o2)cc1,-10%,-8%,3%
CCCC(=O)Nc1ccccc1NC(=O)c1ccc(OCC)cc1,-25%,-1%,28%
Cc1ccc(NC(=O)C2(c3ccc([N+](=O)[O-])cc3)CCCC2)cc1,?,5%,3%
Cc1cc(NNC(=O)c2cccc(C(F)(F)F)c2)nc2c1c(C)nn2C,5.8µM*,3%,0%
O=C(CSCCSCC(=O)c1ccco1)c1ccco1,nt,?,-14%
CCOc1ccccc1NC(=O)c1c(NC(=O)CCC(=O)O)sc2c1CCCCC2,-16%,0%,22%
C=CCn1c(SCC(=O)NCc2ccccc2)nnc1-c1ccccc1O,-3%,4%,5%
COC(=O)N1CCC2(CC1)CN(C(c1ccccc1)c1ccccc1)C2,?,nt,-3%
COc1ccccc1CNS(=O)(=O)c1cc2c3c(c1)C(C)C(=O)N3CCC2 (stereo not given),?,3%,0%
CC(=O)NC1=NC(=O)/C(=C/c2cn(C(C)=O)nc2-c2ccccc2)S1,?,nt,-6%
O=c1cc(NCCO)c2ccccc2o1,0%,2%,8%
O=C(CCS(=O)(=O)c1ccc(Br)s1)NCc1ccccc1,-14%,5%,6%
O=C(C[C@H]1C[C@H](C(=O)N2CCOCC2)[C@@]2(CCC3CCCC3)c3[nH]c4ccc(Cl)cc4c3CCN2C1=O)NCCN1CCOCC1,?,0%[56.1 µM],nt
COc1ccc(OCCCC(=O)N2CCN(S(=O)(=O)c3cccc(F)c3)CC2)cc1,?,0%,3%
Cc1cc(C(F)F)n2nc(C(=O)Nc3sc4c(c3C(N)=O)CCC4)nc2n1,?,?,14%
NC(=O)c1ccc(OCC(F)(F)F)nc1,-10%,4%,3%
O=C(COc1ccc(Cl)cc1)Nc1ncc([N+](=O)[O-])s1,23µM*,5%,1%
O=C(Nc1cccnc1)c1cc2c(s1)-c1ccccc1OC2,?,nt,?
CC(C)[C@H]1COCCS(=O)(=O)N1Cc1ccccc1-c1ccccc1,?,-2%[56.1 µM],nt
CC(NC(=O)Cc1ccc(Br)cc1)c1ccccc1 (stereo not given),-22%,2%,-5%
CCOc1ccccc1N1CCN(C(=O)c2cc3ccccc3cc2OC)CC1,4.6µM*,7%,-7%
Cc1cccc(C)c1NC(=O)c1cc2sccc2n1Cc1ccc(F)cc1,?,4%,nt
COc1cccc(C2CC(C(F)(F)F)n3ncc(C(=O)NCc4ccco4)c3N2)c1 (stereo not given),?,4%,4%
CCOC(=O)N1CCN(Cc2nc3c(c(=O)n(C)c(=O)n3C)n2CCC(C)C)CC1,?,7%,7%
CC(=O)NC(Cc1ccc(F)c(F)c1)C(=O)NC1CCN(c2c(Cc3ccccc3)c(C)nc3ncnn23)CC1 (stereo not given),?,11%,7%
COc1cccc2cc(S(=O)(=O)c3ccc(F)c(C)c3)c(=O)oc12,-5%,-1%,nt
COc1cccc(-c2ccc3ncnc(N4CCNCC4)c3c2)c1,-29%,nt,-13%
CCCCC(=O)Nc1cc([N+](=O)[O-])ccc1F,-9%,5%,2%
Cc1ccc(N2C(=O)CSC23C(=O)Nc2ccccc23)cc1 (stereo not given),-14%,-2%,5%
CC(C(N)=O)N1C(=O)C2C3C=CC(C3)C2C1=O (stereo not given),1%,-3%,0%
c1cc(-c2sc(-c3ccncc3)c(-c3ccncc3)c2-c2ccncc2)ccn1,10µM*,nt,9%
CCCNC(=O)C(=O)NCCC1=CCCCC1,-22%,-2%,20%
COCCn1c(SCC(=O)c2ccc(C)cc2)nc2cc(C(=O)NC3CCCC3)ccc2c1=O,-4%,-5%,nt
CC(NC(=O)COC(=O)CN1C(=O)C2CCCCC2C1=O)c1ccccc1 (stereo not given),-14%,0%,nt
CC(C)CNS(=O)(=O)c1ccc(CCC(=O)NCc2ccc(Cl)cc2)cc1,?,4%,-6%
Cc1cc(S(=O)(=O)NCCN2CCOCC2)ccc1Cl,-12%,nt,-8%
CCOC(=O)c1sc2nc(C)cc(C)c2c1NC(=O)c1ccco1,?,4%,-10%
CC(C)(C)C1CCc2c(sc(NC(=O)CSc3ncn[nH]3)c2C#N)C1 (stereo not given),?,-9%[56.1 µM],11%
Cc1cnc(C(=O)Nc2nccs2)cn1,-27%,nt,-27%
C=CCN1CCN(C(c2ccc(OC)c(OC)c2)c2nnnn2C(C)(C)C)CC1 (stereo not given),1%,-3%,-24%
O=C(C1=C(O)C(=O)N(CCOCCO)C1c1ccccn1)c1cccs1 (stereo not given),0%,-5%,-10%
Oc1c(C(c2ccccn2)N2CCOCC2)ccc2cccnc12 (stereo not given),?,5%,3%
O=C1OCCC1N(C(=O)C1CC1)c1cccc(Cl)c1 (stereo not given),nt,-5%,0%

# The last 6 entries of the section above come first, to join the parts:
SMILES,DT40 TDP1 no CPT,TDP1 block,N370S GC
CC(C)(C)C1CCc2c(sc(NC(=O)CSc3ncn[nH]3)c2C#N)C1 (stereo not given),?,-9%[56.1 µM],11%
Cc1cnc(C(=O)Nc2nccs2)cn1,-27%,nt,-27%
C=CCN1CCN(C(c2ccc(OC)c(OC)c2)c2nnnn2C(C)(C)C)CC1 (stereo not given),1%,-3%,-24%
O=C(C1=C(O)C(=O)N(CCOCCO)C1c1ccccn1)c1cccs1 (stereo not given),0%,-5%,-10%
Oc1c(C(c2ccccn2)N2CCOCC2)ccc2cccnc12 (stereo not given),?,5%,3%
O=C1OCCC1N(C(=O)C1CC1)c1cccc(Cl)c1 (stereo not given),nt,-5%,0%
CCCCCOc1ccc(C2C(C(=O)c3ccc(C)o3)=C(O)C(=O)N2c2cc(C)on2)cc1 (stereo not given),?,6%,-3%
CCOC(=O)CSc1n[nH]c(NC(=O)c2cccc(C)c2)n1,-1%,2%,3%
CC1=C(C(=O)O)N2C(=O)C(NC(=O)C(N)C3=CCC=CC3)C2SC1 (stereo not given),0%,-4%[56.1 µM],-6%
CN1CCN(C(=O)C(N)Cc2ccccc2)CC1 (stereo not given),-25%,4%,-3%
CCOC(=O)c1c(NC(=O)CSc2nnc(-c3ccccc3C)n2C)sc(C(C)=O)c1C,12µM*,4%,14%
Cc1ccc(/C=C2\SC(=S)N(CCCC(=O)NNC(=O)c3ccccc3O)C2=O)cc1,18µM*,3%,10%
O=C(/C=C/Nc1ccc(F)c(F)c1)c1cccs1,-8%,0%,4%
O=C(NCc1cc(C(F)(F)F)cc(C(F)(F)F)c1)C1CC(c2cccc(F)c2)=NO1 (stereo not given),?,-1%,6%
CSCCC(NS(=O)(=O)c1ccc2c(c1)oc(=O)n2C)C(=O)NCCc1ccc(C)cc1 (stereo not given),-9%,3%,nt
Cc1cccc(NC(=O)COc2ccc3oc4c(c3c2)CCCC4)n1,?,7%,-1%
CCc1ccc(C(=O)CSc2n[nH]c(C)n2)cc1,-19%,10%,-24%
CC1CC[C@@]2(OC1)OC1CC3C4CC[C@H]5CC(O)CC[C@@]5(C)C4CC[C@]3(C)C1C2C (stereo not given in full),-3%,7%,3%
Cn1c(N2CCCCC2)nc2c1c(=O)[nH]c(=O)n2C,-13%,-4%,-1%
COc1ccc(CN2CCN(C(=O)CC(C)C)CC2)cc1,-5%,nt,-19%
COc1ccc2c(c1)/C(=N/N1C(=O)c3ccccc3C1=O)C(=O)N2,nt,3%,4%
CCOc1cccc(-c2c(C(=O)N/N=C/c3cccs3)nnn2-c2nonc2N)c1,7%,-12%,-24%
C=CCSc1nnc(CSc2nc3sc4c(c3c(=O)[nH]2)CCCC4)n1-c1ccccc1,-25%,4%,?
Cc1ccc(C(=O)NC(=S)Nc2cccnc2Cl)cc1,?,9%,7%
CCOc1ccc2nc(NC(=O)c3nc(SCc4ccccc4C)ncc3Cl)sc2c1,2.9µM*,7%,nt
NC(=O)C(=O)N/N=C/c1c2ccccc2cc2ccccc12,14%,-9%,2%
CCNC(=O)N1CCN(S(=O)(=O)c2ccc3c(c2)OCCCO3)CC1,-11%,-1%[56.1 µM],nt
C[C@@H]1C[C@H](OC(=O)[C@@H](O)c2ccccc2)CC(C)(C)N1C,nt,2%[56.1 µM],14%[21.6 µM]
Cc1csc2ncnc(N3CCN(C(=S)Nc4ccc(F)cc4F)CC3)c12,15µM*,4%,-3%
O=C(c1ccccc1)c1ccc(C(=O)N2CCCC(C(F)(F)F)C2)cc1 (stereo not given),?,-1%,-9%
CCCc1nc2ccccc2c(=O)n1/N=C/c1ccccc1O,-22%,7%,1%
COc1ccccc1N(CC(=O)NCC1CCCO1)C(=O)CNS(=O)(=O)c1ccc(C)cc1 (stereo not given),-1%,2%,-2%
CCOc1ccc(C2N(c3ccc(F)cc3)C(=O)C3CCCN32)cc1OC (stereo not given),13%,-1%,6%
COc1ccc(C(C)(C)C)cc1NC(=O)COC(=O)c1ncc(Cl)c(Cl)c1Cl,-11%,2%,20%
Cc1cnc(CNc2ccnc(-c3cccc(NS(C)(=O)=O)c3)n2)cn1,0%,nt,4%
CCCCCCC(=O)NN1CCN(C)CC1,-1%,-1%,-11%
COc1ccc(C(=O)Nc2n[nH]c(-c3ccncc3)n2)cc1,-16%,3%,6%
Cc1ccc(C(=O)N2N=C(c3cccc(NS(C)(=O)=O)c3)CC2c2cccs2)cc1 (stereo not given),?,nt,-6%

# Two records drawn at random from those above, as already listed:
SMILES,DT40 TDP1 no CPT,TDP1 block,N370S GC
C=CCSc1nnc(CSc2nc3sc4c(c3c(=O)[nH]2)CCCC4)n1-c1ccccc1,-25%,4%,?
CCNC(=O)N1CCN(S(=O)(=O)c2ccc3c(c2)OCCCO3)CC1,-11%,-1%[56.1 µM],nt

# Compound profiles, as listed above.
# Listed for CCNC(=O)N1CCN(S(=O)(=O)c2ccc3c(c2)OCCCO3)CC1 → DT40 TDP1 no CPT: -11%; TDP1 block: -1%[56.1 µM]; N370S GC: nt
# Listed for Cc1csc2ncnc(N3CCN(C(=S)Nc4ccc(F)cc4F)CC3)c12 → DT40 TDP1 no CPT: 15µM*; TDP1 block: 4%; N370S GC: -3%

# Bioassay records from PubChem BioAssay.
